Furin inhibitor = human furin inhibitors, primary screen, biochemical, fluorescence intensity; P09958; purified furin, fluorogenic substrate cleavage; inhibition, % at 30 µM; hit rate 0.061% among 220,000; in the data active means inhibition above about 25%; further: inactives centre near -15
Target sequence (P09958 108-714 limits assumed): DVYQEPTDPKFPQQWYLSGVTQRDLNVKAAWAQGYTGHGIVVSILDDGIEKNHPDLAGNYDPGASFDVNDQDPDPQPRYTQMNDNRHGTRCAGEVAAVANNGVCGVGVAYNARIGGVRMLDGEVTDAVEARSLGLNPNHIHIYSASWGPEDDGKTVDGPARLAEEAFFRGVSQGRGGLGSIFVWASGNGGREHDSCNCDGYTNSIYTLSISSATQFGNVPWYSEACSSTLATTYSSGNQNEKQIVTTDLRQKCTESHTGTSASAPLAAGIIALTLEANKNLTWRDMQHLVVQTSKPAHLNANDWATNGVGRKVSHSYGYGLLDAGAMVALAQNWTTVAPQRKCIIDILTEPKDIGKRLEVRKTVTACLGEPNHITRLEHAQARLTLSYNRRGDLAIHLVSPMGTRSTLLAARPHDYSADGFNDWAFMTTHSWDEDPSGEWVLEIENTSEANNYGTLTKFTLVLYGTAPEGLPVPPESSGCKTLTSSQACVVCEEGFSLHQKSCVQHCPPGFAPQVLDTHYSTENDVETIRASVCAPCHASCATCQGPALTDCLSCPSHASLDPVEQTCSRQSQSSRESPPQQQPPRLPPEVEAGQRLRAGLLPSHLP
Ba/F3 V617F tox = reduced viability of JAK2V617F-dependent Ba/F3 cells, primary screen, JAK2V617F inhibitor project, cell-based, Ba/F3 EpoR-JAK2V617F, luminescence; ATP luminescence; inhibition, % at 5.6 µM; hit rate 1.1% among 220,000; AID 1446, 2008;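 active means inhibition above the campaign mean plus 3 SD over all tested compounds, cut at about 24% in these data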;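 further: cytokine-independent growth of Ba/F3 cells driven by EpoR plus mutant JAK2; 0% = DMSO-treated cells and 100% = JAK inhibitor I control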
PGE2 EP2 inh = human EP2 receptor antagonists, primary screen, TR-FRET cAMP, C6 glioma cells. C6 glioma cells expressing human EP2; cells stimulated with saturating PGE2. inhibition, % at 25 µM. hit rate 0.52% among 260,000. AID 1422, 2008;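 active means percent inhibition above 40 after rounding to a whole number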;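 further: rat C6 glioma host cells with rolipram phosphodiesterase inhibitor present; the protocol text gives 20 µM as final concentration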
Tb hexokinase = Trypanosoma brucei hexokinase 1 inhibitors, primary screen, biochemical, G6PDH-coupled NADH absorbance, MLSCN library; AID 1430, 2008; inhibition, % at 10 µM; recombinant TbHK1, G6PDH-coupled NADH A340; hit rate 0.11% among 220,000;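 active means inhibition of 50% or more in the single-dose primary screen; inactive means inhibition below 50%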
NCF1 inh = p47phox/p22phox peptide binding inhibitors, primary screen, biochemical, uHTS, NADPH oxidase regulatory subunit; Neutrophil cytosol factor 1 (Homo sapiens), P14598; fluorescence polarization, 2 h; inhibition, % at 24.7 µM; hit rate 0.53% among 220,000;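 active means inhibition above about 30%, limit read from the data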;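 further: 0% = p47phox with labelled peptide and 100% = labelled peptide alone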
RBBP9 inh = human RBBP9 inhibitors, primary screen, biochemical, fluorescence polarization, FP-Rh probe, HTS; recombinant RBBP9; Serine hydrolase RBBP9 (Homo sapiens), O75884; inhibition, % at 7.94 µM; hit rate 0.2% among 220,000;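 active means inhibition above the campaign mean of all tested compounds plus 3 SD, cut at about 14% in these data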;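 further: plate controls were DMSO wells with RBBP9 for no effect and wells lacking RBBP9 protein for full effect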
Target sequence (O75884 whole entry, looked up): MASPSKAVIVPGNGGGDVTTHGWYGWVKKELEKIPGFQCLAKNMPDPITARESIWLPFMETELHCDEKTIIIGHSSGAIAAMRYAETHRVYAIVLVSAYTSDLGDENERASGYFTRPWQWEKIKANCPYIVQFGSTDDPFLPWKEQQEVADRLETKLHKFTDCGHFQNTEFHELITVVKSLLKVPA
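Test system: recombinant human RBBP9; Timing: 30 min then 45 min, 25 °C; Detection: fluorescence polarization; Control set: RBBP9 with DMSO as uninhibited control, no-protein wells as full inhibition; Compound dosing: one concentration, 7.94 µM nominal, 0.794% DMSO; Probe or stimulus: FP-Rh activity-based probe, 375 nM before mixing.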
p97 inhibitor = inhibitors of human p97 ATPase, primary screen, biochemical | recombinant p97 ATPase, Kinase-Glo ATP luminescence, 3 h | inhibition, % at 8 µM | hit rate 0.42% among 220,000 | AID 1481, 2009; in the data active means inhibition above about 15%;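 further: 0% = DMSO vehicle and 100% = wells lacking enzyme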
PPC-1+TRAIL kill = compounds killing PPC-1 cancer cells with TRAIL present, primary screen, TRAIL potentiator project, ATPLite luminescence, uHTS | PPC-1 cells + TRAIL, ATPLite viability luminescence | hit rate 0.41% among 220,000 | cell killing (% activity), % at 4 µM;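 active means cell killing above 50% in the first pass at 4 µM, then a duplicate retest at 5 µM averaging 50% or more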;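 further: plate controls were cells with TRAIL plus DMSO for no effect and medium-only wells lacking cells for full effect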
BaF3 tox = parental Ba/F3 cell viability inhibition, counter-screen for JAK2V617F inhibitor project, murine pro-B, CellTiter-Glo luminescence. CellTiter-Glo ATP luminescence. inhibition, % at 5.6 µM. hit rate 1.1% among 220,000. AID 1486, 2009;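 active means inhibition above a per-campaign cutoff, the mean inhibition of all tested compounds plus 3 SD, cut at about 27% in these data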;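 further: 0% = DMSO wells and 100% = JAK Inhibitor I control wells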
* marks the source's active call; other numbers are inactive results; / = no result given; & = joins results of further samples; [ ] = another dose, or the depositor's remark.

SMILES	Furin inhibitor	Ba/F3 V617F tox	PGE2 EP2 inh	Tb hexokinase	NCF1 inh	RBBP9 inh	p97 inhibitor	PPC-1+TRAIL kill	BaF3 tox
NC(=O)C1CCN(C(=O)c2ccc(C(F)(F)F)cc2)CC1	-30	-2	-8	11	-18	-7	3	8	9
CCOC(=O)N1CCN(S(=O)(=O)c2ccc(F)c(C(=O)Nc3cccc(Cl)c3C)c2)CC1	-8	1	4	-2	1	-2	-1	21	6
COc1cccc(C(=O)NCC(=O)N/N=C/c2cccs2)c1	-17	-4	8	-6	8	-5	10	17	3
NC(Cc1ccc(Oc2ccc(O)cc2)cc1)C(=O)O (stereo not given)	-11	0	/	0	-5	4	2	-5	10
Cc1ccc2nc(NC(=O)CCn3c(=O)sc4ccccc43)sc2c1	-35	-3	14	-5	-29	-11	0	1	2
COc1ccc(C(=O)c2ccc(OC)c3cccc(O)c23)cc1OC	-12[20 µM]	-5	11	-18	-12	4	7	6	1
Cc1ccc(C(=O)NCC(=O)OCc2csc(-c3ccccc3)n2)cc1	-4	8	11	6	-7	-6	-8	-3	11
CC(C)(C)OC(=O)N1CCC[C@H]1c1nnc(SCC(=O)Nc2ccc(Br)cc2)o1	-8	-2	11	-7	-9	-1	0	9	-1
CC1CCCC(C)N1C(=S)SCC(=O)O (stereo not given)	-19	-3	7	-1	9	4	5	17	-3
O=C(NCc1cccs1)c1cc2c(s1)CCCC2	-19[20 µM]	-2	12	-1	-17	-2	4	12	3
Oc1ccccc1/C=N/N1CCN(c2ccccn2)CC1	-17	-2	12	-9	-21	2	5	1	0
CS(=O)(=O)N1CCN(C(=O)C(Sc2ccccc2)c2ccccc2)CC1 (stereo not given)	-15[20 µM]	-4	5	3	-13	1	4	9	1
CCSc1nc2c(c(=O)[nH]c(=O)n2C)n1CC(O)COc1ccccc1 (stereo not given)	-36	0	6&7	-3	-2	-9	2	-3	9
CCOC(=O)c1cnc2[nH]c3ccccc3n2c1=O	-75	2	5	-32	0	-11	-4	/	0
COc1cccc(C(=O)CN2C3=NCCCN3c3ccccc32)c1	-24	-1	10	-5	2	-1	-1	10	-1
Cc1ccnc(NC(=O)CCC(=O)N(CC(=O)NC2CCCCC2)Cc2ccccc2)c1	-22	-2	13&5	1	0	7	6	/	6
COc1cccc(NC(=O)CCN2CCN(C)CC2)c1	-29	-5	5&7	1	3	-5	3	3	-1
CCOC(=O)C1(S(=O)(=O)c2ccccc2)CCN(Cc2ccccc2)CC1	-10[20 µM]	0	1	2	-1	1	2	-12	8
CC(C)N(C(=O)C(F)(F)F)C(C(=O)NC1CCCCC1)c1ccncc1 (stereo not given)	-20[20 µM]	-4	6	-12	-11	-6	-4	14	1
O=C(N/N=C/c1ccc(N2CCOCC2)s1)c1ccc(NS(=O)(=O)c2cccs2)cc1	-5	-5	18	-33	-18	10	14	9	2

Looked up one by one from the list above, 4 records:
SMILES	Furin inhibitor	Ba/F3 V617F tox	PGE2 EP2 inh	Tb hexokinase	NCF1 inh	RBBP9 inh	p97 inhibitor	PPC-1+TRAIL kill	BaF3 tox
CC(C)N(C(=O)C(F)(F)F)C(C(=O)NC1CCCCC1)c1ccncc1 (stereo not given)	-20[20 µM]	-4	6	-12	-11	-6	-4	14	1
CCOC(=O)c1cnc2[nH]c3ccccc3n2c1=O	-75	2	5	-32	0	-11	-4	/	0
COc1ccc(C(=O)c2ccc(OC)c3cccc(O)c23)cc1OC	-12[20 µM]	-5	11	-18	-12	4	7	6	1
Cc1ccc2nc(NC(=O)CCn3c(=O)sc4ccccc43)sc2c1	-35	-3	14	-5	-29	-11	0	1	2

Other compounds
SMILES	Furin inhibitor	Ba/F3 V617F tox	PGE2 EP2 inh	Tb hexokinase	NCF1 inh	RBBP9 inh	p97 inhibitor	PPC-1+TRAIL kill	BaF3 tox
O=c1c(Cl)c(N2CCN(c3ccccc3)CC2)cnn1C12CC3CC(CC(C3)C1)C2	-4	3	9	-8	-4	0	-8	17	6
CCCN(CCC)CCCNC(=O)C1c2cc(OC)c(OC)cc2C(=O)N(C)C1c1cccnc1 (stereo not given)	-21	1	9	4	1	-7	3	2	3
CCNc1nc(SCc2ccccc2)nc(N2CCOCC2)n1	-25[20 µM]	-3	7	-5	10	1	0	-19	3
O=C(NC(NCC1CCCO1)C(Cl)(Cl)Cl)c1cccc2ccccc12 (stereo not given)	-8[20 µM]	-4	6	-6	4	3	3	10	4
O=C(CSc1ncc(S(=O)(=O)c2ccccc2)c(=O)[nH]1)Nc1ccccc1Cl	-10	1	7	-9	-4	-10	-4	-8	0
COc1ccccc1NS(=O)(=O)c1cc(NC(=O)Nc2cccc(C)c2)ccc1N1CCCCC1	-24	1	1	1	-33	-15	2	8	8
O=C(CN1CCc2ccccc2C1)Nc1cc(S(=O)(=O)N2CCOCC2)ccc1N1CCOCC1	-15	-1	5	-19	-8	-8	6	2	3
Cc1ccc(NC(=O)Nc2cnc3ccccc3c2)cc1	-19	-1	-1	3	4	-1	6	1	5
O=C(Cc1ccc(F)cc1)NCCc1ccccc1	-5[20 µM]	4	2	0	-7	-11	-5	-31	4
COc1ccc(C(C)(C)C)cc1NC(=O)c1ccc2c(c1)SC1=NS(=O)(=O)CCN12	-32	0	11	2	-16	-3	-2	16	7
COCc1cc(C)nc2sc(C(=O)OC(C)C)c(N)c12	-26[20 µM]	-2	20	1	-12	4	-1	27	2
CC(C)c1ccccc1NC(=O)COC(=O)Cc1ccsc1	-20	-5	7	-1	-4	-7	2	17	3
C/C(=N\NC(=O)CNC(=O)c1ccncc1)c1ccc(C)cc1	-12	5	10	9	0	-2	0	6	6
O=C(Nc1sc2c(c1C(=O)O)CCCCC2)c1ccccc1F	-11	4	2	-6	-14	-5	4	42	7
C/C(N)=C(\C#N)C(=O)NCCc1ccccn1	-22[20 µM]	-1	2	6	-4	-1	6	7	2
Cc1nnc(SCCn2c(N3CCCCC3)nc3c2c(=O)n(C)c(=O)n3C)s1	-22[20 µM]	-2	5	5	/	-9	-1	/	4
O=C(Nc1nc2ccccc2[nH]1)C1CCCO1 (stereo not given)	-26	1	8	-2	-7	-5	1	7	8
O=C(CCc1nc2ccccc2n1-c1ccccc1)NCCO	-1	6	3	36	-8	-10	-9	22	6
c1coc(CNc2ncnc3[nH]ncc23)c1	-22	3	8	10	-10	-7	3	6	2
COc1ccccc1/C=C1\Cc2ccccc2C1=O	-13	-1	8	-27	-10	-5	-1	11	-2
COC(/C=C/Nc1ccc(Br)cc1)=C(C#N)C#N	-13[20 µM]	0	/	-2	4	-10	3	1	4
CCCOc1ccc(C(=O)NC(=S)NNC(=O)c2c(-c3ccccc3)noc2C)cc1	-18	-6	7	-8	4	-3	9	1	3
CCOc1ccc(-c2nnn(CC(=O)N3CCCC(C)C3)n2)cc1 (stereo not given)	-23	-3	1	3	-3	-8	-2	28	2
Cc1cc(C(F)(F)F)n2nc(-c3cnn(C)c3C(F)(F)F)c(Br)c2n1	-15	-2	9	-7	-11	-2	1	31	0
Cc1cccc(NC(=O)CN2C(=O)NC(C)(c3ccc4c(c3)OCO4)C2=O)c1 (stereo not given)	-7[20 µM]	-5	13	1	0	-4	1	27	-2
C#CCn1cc(/C=N/Nc2nc3ccccc3[nH]2)c2ccccc21	-10	3	23	-11	-13	1	11	24	4
COc1ccc(C(=O)c2ccc(OC)c(OC)c2)cc1OC	-3	4	8	-22	-8	-9	0	6	1
O=C1N(CCCCN2C(=O)C3(OCCO3)c3ccccc32)c2ccccc2C12OCCO2	-9[20 µM]	0	12	-1	4	-6	-2	-2	6
CCOC(=O)c1c(C)[nH]c(C)c1C(=O)Cn1nnc(-c2ccccc2C)n1	-16	-1	13	3	-1	-10	-2	/	4
O=C(CN1CCCc2ccccc21)N1CCc2ccccc21	-16	1	5	-9	2	-3	7	-16	-4
Cn1c(=O)c(=O)n(C)c2cc(S(=O)(=O)NCCOc3ccccc3Cl)ccc21	-17	-1	6	-12	4	-4	0	7	-1
O=C(NC1CCCCC1)N1CCC(n2cnc3ccccc32)CC1	-5	-4	4	-1	0	8	2	18	2
O=C(Nc1ccc2ccccc2c1)c1ccc(Cl)cc1Cl	-13	-2	17	-8	-8	-12	7	41	1
COc1cc(CNC(C)(C)CO)ccc1OCC(=O)Nc1ccc(Br)cc1	-20[20 µM]	-2	4	9	-10	-2	2	-4	4
O=C(CNS(=O)(=O)c1ccccc1)N1CCN(c2ccccc2)CC1	-17[20 µM]	-2	1	4	-10	-10	1	7	0
S=c1[nH]nc(-c2ccncc2)n1/N=C/c1cn(-c2ccccc2)nc1-c1ccccc1	-9	4	8	-12	-9	-3	-14	4	-1
Cc1nnn(-c2nonc2N)c1C(=O)N/N=C/c1cccc2ccccc12	-17	-4	5	-12	-1	-7	5	20	3
Cc1ccc(C(=O)CNc2nc3c(c(=O)[nH]c(=O)n3C)n2Cc2ccccc2)cc1	-10	-2	5	-4	-10	-7	0	-21	6
Cc1cc(C)nc(NC(=O)C(C)N2C(=O)c3ccccc3C2=O)n1 (stereo not given)	-13[20 µM]	-4	10	-1	-16	0	2	6	-1
Cc1ccc2cccc(Oc3ncnc4sc(C)c(C)c34)c2n1	2	1	6	33	-13	-10	-3	20	4
CCCC(=O)NCCCCNC(=O)CCC	-16[20 µM]	-5	18	-4	-10	-3	5	18	2
Cc1ccc(CCNC(=O)C2CCN(c3nn4c(=O)cc(C)nc4s3)CC2)cc1	-16	-2	9	3	-16	-1	3	33	4
CCOc1ccc(NC(=O)c2ccc(CNc3c(N4CCCC4)c(=O)c3=O)cc2)cc1	1	3	5	-5	3	3	-3	17	1
Cc1nc(N)[nH]c(=O)c1Oc1cccc(C(F)(F)F)c1	-7	1	6	-4	4	-16	-3	7	0
CC(C)OCCCNC(=O)c1ccc(N(C)S(C)(=O)=O)cc1	-25[20 µM]	-3	2	-4	-10	-7	0	32	-2
Cc1ccc(C)c(SCC(=O)NC(=O)Nc2ccc3c(c2)OCCO3)c1	-34	-3	8	-2	-13	-8	1	7	3
COc1ccc([N+](=O)[O-])cc1NC(=O)COC(=O)C1CC1	-3	4	5	-2	3	11	-1	14	5
CC(=O)Nc1ccc(NC(=O)CSc2nc(C)nc3sc(C)c(C)c23)cc1	-26	-3	9	-15	16	0	1	-14	2
Cn1cc(CNCc2cn(C)nc2-c2ccc(C3CCCCC3)cc2)cn1	-14	2	5	8	-8	-3	-3	2	6
O=C(c1ccc([N+](=O)[O-])cc1)N1CCSC1c1ccccc1 (stereo not given)	-14	4	15	-4	-1	3	1	0	6
COc1cccc(-c2nc(Cc3ccc(OC)c(OC)c3)no2)c1	-17	-3	13	3	-11	-1	-4	13	1
CC(NC(=O)c1ccc(N(C)C)cc1)C(c1cccs1)N1CCN(C)CC1 (stereo not given)	-13[20 µM]	2	13	2	-11	-6	0	-2	7
Cc1cc(=O)n2nc(N3CCC(C(=O)NC(C)c4ccccc4)CC3)sc2n1 (stereo not given)	-20[20 µM]	-3	9	14	-26	4	4	9	2
S=c1[nH]nc(-c2ccc(Cl)cc2)n1-c1ccc2c(c1)OCCO2	-23	5	5	-5	-2	-8	-8	13	8
COc1ccc(Nc2ncnc3c2oc2ccccc23)cc1	-1	5	-4	-16	-1	-10	-2	10	9

Screens (PubChem)

Some of the compounds tested. The share of hits here may be higher or lower than overall.
